# M1 PAM parental: M1 PAM counterscreen hit in parental CHO-K1 cells | ATP EC20, Fluo-8 calcium fluorescence; 0% at ATP EC20, 100% at ATP max | activation, % at 3 µM | actives 0.02% (n = 360,000) | AID 602247;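 active = activation above the run cutoff, the mean activation of all test compounds plus 3 SD, cut at about 40% in these data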;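 also: peak over basal fluorescence ratio in a 140 s read after ATP addition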
# GPR7 antag: human neuropeptides B/W receptor 1 antagonism | AID 1861 | GPR7-expressing cells, fluorescence antagonist assay | P48145 | actives 1.1% (n = 290,000) | inhibition, % at 4.4 µM; in the data active = inhibition above about 16%, passing the limit was not always enough;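 also: cells stimulated with the agonist NPW; 0% = agonist with vehicle and 100% = vehicle without agonist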
# Target sequence (P48145 whole entry, looked up): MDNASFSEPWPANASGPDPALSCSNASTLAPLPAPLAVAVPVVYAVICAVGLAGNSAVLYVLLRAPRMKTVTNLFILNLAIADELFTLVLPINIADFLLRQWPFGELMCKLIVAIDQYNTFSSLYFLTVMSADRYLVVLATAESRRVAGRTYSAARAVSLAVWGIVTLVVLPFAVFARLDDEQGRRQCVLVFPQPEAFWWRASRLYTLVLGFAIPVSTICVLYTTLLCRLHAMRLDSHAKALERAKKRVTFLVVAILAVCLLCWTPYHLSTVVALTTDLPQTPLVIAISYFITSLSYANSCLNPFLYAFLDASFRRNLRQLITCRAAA
# CHO parental Ca: counter-screen: ATP calcium response change in parental CHO cells | inhibition, % at 5.6 µM | actives 0.63% (n = 330,000) | parental CHO-K1, ATP-induced calcium, Fluo-8 fluorescence;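 active = inhibition above that plate's mean sample inhibition plus 3 SD, cut at about 26% in these data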;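 also: 0% = ATP-challenged DMSO wells and 100% = DMSO wells without ATP; some compounds past the cut are filed as inactive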
#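 Assay system – parental CHO cells · Reagent – ATP stimulus · Detection – intracellular calcium via Fluo-8 no-wash fluorescent dye · Evaluation – percent inhibition of ATP-evoked calcium rise, normalized to controls · Controls – ATP wells versus no-ATP DMSO wells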
# OXTR potentiate: potentiates the human oxytocin receptor response | P30559 | CHO-OTR cells, Fluo-8 calcium fluorescence, potentiator mode; 0% = oxytocin EC15, 100% = EC100 | activation, % at 3 µM | actives 0.061% (n = 320,000) | AID 2445;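 active = activation above that plate's cutoff, the mean activation of tested compounds plus 3 SD, cut at about 6.6% in these data, passing the limit was not always enough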;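 also: 100% uses oxytocin at 75 nM as the full agonist control; some results filed as inactive read as strong as hits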
#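 Assay system: CHO cell line stably expressing human OTR | Also added: Oxytocin at about EC15, sub-maximal agonist stimulus | Times: Compound 6 min at room temperature before oxytocin, 100 s read | Measured by: Fluo-8 intracellular calcium fluorescence, ex 470-495, em 515-575 nm | Controls: EC15 oxytocin alone as 0%, 75 nM oxytocin as 100%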
# TAAR1 antag: human TAAR1 antagonism; Q96RJ0; CHO RD-HGA16 TAAR1, Fluo-8 calcium fluorescence, antagonist; inhibition, % at 3 µM; actives 1.5% (n = 360,000);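 active = inhibition above a per-plate cutoff, the mean inhibition of test compounds on that plate plus 3 SD, cut at about 49% in these data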;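 also: 0% = DMSO plus EC80 beta-PEA response and 100% = DMSO alone without agonist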
#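 System: RD-HGA16 CHO cells with stable hTAAR1 and Gα16 | Probe or stimulus: EC80 β-phenethylamine stimulus | Dosing: 3 µM, single point | Times: Dye loading 75 min at 37 °C, then 30 min room temperature | Measured by: Fluo-8 calcium-sensitive fluorescence | Read-out basis: % inhibition of agonist calcium response | Replicates: n of 1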
# V1R ag counter: V1a receptor agonism, counter-screen for OXTR agonists | P37288 | CHO-V1R cells, Fluo-8 calcium fluorescence, agonist mode; 0% DMSO, 100% 3 nM vasopressin | activation, % at 3 µM | actives 0.25% (n = 320,000);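 active = activation above the mean activation of all tested compounds plus 3 SD, per screening run, cut at about 20% in these data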;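 also: signal is peak over basal fluorescence ratio across a 100 second FLIPR read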
# Target sequence (P37288 whole entry, looked up): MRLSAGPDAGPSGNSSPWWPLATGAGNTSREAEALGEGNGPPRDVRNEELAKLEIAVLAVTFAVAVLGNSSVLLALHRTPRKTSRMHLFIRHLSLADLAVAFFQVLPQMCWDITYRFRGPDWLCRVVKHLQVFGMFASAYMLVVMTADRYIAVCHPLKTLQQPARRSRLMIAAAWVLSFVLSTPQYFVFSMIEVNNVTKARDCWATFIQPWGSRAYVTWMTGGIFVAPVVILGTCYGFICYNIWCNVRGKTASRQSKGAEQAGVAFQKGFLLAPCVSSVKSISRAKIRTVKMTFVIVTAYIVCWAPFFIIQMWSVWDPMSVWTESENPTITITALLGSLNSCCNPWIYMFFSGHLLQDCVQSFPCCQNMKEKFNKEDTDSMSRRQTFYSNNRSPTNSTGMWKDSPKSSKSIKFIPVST
# CHO-K1 Ca antag: counter-screen for M1 antagonists: effect in parental CHO-K1 cells; AID 602250; ATP-induced calcium, Fluo-8 fluorescence; actives 0.6% (n = 360,000); inhibition, % at 3 µM;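 active = inhibition above a per-plate cutoff, the plate's mean sample inhibition plus 3 SD, cut at about 24% in these data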;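 also: 0% = DMSO plus EC80 ATP and 100% = DMSO alone without ATP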
# M1 ag parental: M1 agonist counterscreen hit in parental CHO-K1 cells; actives 0.48% (n = 360,000); Fluo-8 calcium fluorescence; scaled to maximal ATP response, vehicle zero; activation, % at 3 µM; AID 602248; in the data active = activation above about 15%;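 also: untransfected CHO-K1 host cells lacking M1 receptor as counterscreen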
# OXTR ag: agonists of human oxytocin receptor. CHO-OTR cells, Fluo-8 calcium fluorescence; normalized: DMSO 0%, oxytocin 100%. activation, % at 3 µM. actives 0.32% (n = 320,000). AID 2435;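 active = activation above the mean of all tested compounds plus 3 SD, cutoff set per screening run, cut at about 20% in these data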;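 also: peak over basal fluorescence ratio from a 100 s FLIPR kinetic read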
# The depositor's hits bear a star; · = not tested or not shown.
SMILES,M1 PAM parental,GPR7 antag,CHO parental Ca,OXTR potentiate,TAAR1 antag,V1R ag counter,CHO-K1 Ca antag,M1 ag parental,OXTR ag
Cc1ccnc(NC(=O)c2ccc3c(c2)OCO3)c1,16,5,-7,-2,-11,0.4,-16,0.8,0.6
Cc1ccc(C)c(S(=O)(=O)Nc2ccc(C(=O)N3CCCCC3)cc2)c1,-1,1,-5,-9,1,3.6,11,1.7,1.5
C=CCN(C(C)=O)C1CC(=O)N(c2ccc(OCCC)cc2)C1=O (stereo unspecified),12,0,1,-16,-10,-0.9,-12,-0.2,-1.9
C=CCNC(=S)Nc1ccc(F)cc1F,18,-4,-6,-11,-7,0.0,-11,0.4,0.4
COCCn1nnnc1C(c1cccc(C(F)(F)F)c1)N1CCN(Cc2ccccc2)CC1 (stereo unspecified),18,13,-10,-3,-10,-0.4,-10,0.8,0.1
Cc1ccc(NC(=O)C2=C(C(=O)O)CCCC2)cc1Br,12,-9,-5,-1,-6,1.2,-1,1.4,-0.9
CCN(CC)C(=O)COC(=O)c1ccc(O)cc1,13,5,3,-9,-5,0.9,-22,-0.1,1.2
O=C(c1ccco1)N1CCN(C(=S)Nc2cccc([N+](=O)[O-])c2)CC1,9,-16,-14,0,4,2.1,-10,3.9,1.2
Oc1ccccc1CNc1ccc(Br)cn1,3,69*,1,-9,71*,1.7,1,0.5,-0.4
O=C1OCCN1CC(=O)N1CCc2c([nH]c3ccccc23)C1c1ccccn1 (stereo unspecified),13,-16,-14,-8,-4,0.0,-14,0.2,1.2
CC(=O)N1CCN(C(=O)CNC(=O)c2ccc(C)s2)CC1,-23,·,·,·,-13,·,15,-0.1,·
O=C(Nc1cccc(C(F)(F)F)c1)c1cccnc1N1CCN(c2ccccc2)CC1,-12,1,-40,0,5,-1.4,16,-0.9,-1.8
Cn1c(=O)c(C(=O)CN2CCCc3ccccc32)c(N)n(Cc2ccccc2)c1=O,8,0,-14,-13,4,0.0,2,0.0,-0.5
CC1CCN(S(=O)(=O)c2ccc3ncn(CC(=O)N(C)Cc4ccccc4)c(=O)c3c2)CC1,16,-7,-34,-12,3,-0.7,-18,0.4,-2.8
Cc1ccc(S(=O)(=O)N(C)c2ccc(C(=O)Nc3c(C)n(C)n(-c4ccccc4)c3=O)cc2)cc1,-6,-10,-6,-6,-1,0.8,1,0.6,-0.7
O=C(O)c1ccc(N2C(=O)CC(N3C(=O)/C(=C/c4ccc(Cl)cc4)SC3=S)C2=O)cc1 (stereo unspecified),10,1,-4,0,5,1.5,-13,0.6,0.8
COCCN1CCn2c(nc3cc(NS(C)(=O)=O)ccc32)C1,-6,-12,-7,-3,-23,0.9,-2,1.3,0.8
CCCc1c2ccccc2nc2ccccc12,18,-5,-20,-5,-33,0.2,-8,0.1,-2.3
CNC[C@H]1OCc2cnnn2CCCC(=O)N([C@H](C)CO)C[C@@H]1C,9,·,·,·,2,·,-15,0.5,·
O=C(O)c1ccc(Nc2nc(-c3cccnc3)nc3ccccc23)cc1,·,-25,1,-2,·,-0.4,·,·,0.6
CN1CCN(CCCNC(=O)CCN2C(=O)COc3ccccc32)CC1,23,-6,11,0,-7,0.0,-12,0.8,0.7
COc1ccccc1NS(=O)(=O)c1ccc(C)c(C(=O)Nc2cc(C)on2)c1,6,·,-21,-8,-13,3.3,-11,2.0,2.8
CCOc1ccc(S(=O)(=O)Nc2nccs2)cc1,2,2,-6,2,·,0.1,5,-0.9,0.3
COc1ccc(Cn2c(=O)cc(N)n(-c3ccccc3C)c2=O)cc1,3,11,-19,0,-16,0.8,-11,0.6,-1.2
N#C/C(=C\c1ccccc1[N+](=O)[O-])c1nc(C2CC2)cs1,23,-5,-27,-12,22,-1.1,-11,1.4,-2.6

# Laid out differently: entries from further up.
CCCc1c2ccccc2nc2ccccc12
  M1 PAM parental: 18
  GPR7 antag: -5
  CHO parental Ca: -20
  OXTR potentiate: -5
  TAAR1 antag: -33
  V1R ag counter: 0.2
  CHO-K1 Ca antag: -8
  M1 ag parental: 0.1
  OXTR ag: -2.3

Cc1ccnc(NC(=O)c2ccc3c(c2)OCO3)c1
  M1 PAM parental: 16
  GPR7 antag: 5
  CHO parental Ca: -7
  OXTR potentiate: -2
  TAAR1 antag: -11
  V1R ag counter: 0.4
  CHO-K1 Ca antag: -16
  M1 ag parental: 0.8
  OXTR ag: 0.6

COc1ccc(Cn2c(=O)cc(N)n(-c3ccccc3C)c2=O)cc1
  M1 PAM parental: 3
  GPR7 antag: 11
  CHO parental Ca: -19
  OXTR potentiate: 0
  TAAR1 antag: -16
  V1R ag counter: 0.8
  CHO-K1 Ca antag: -11
  M1 ag parental: 0.6
  OXTR ag: -1.2

Oc1ccccc1CNc1ccc(Br)cn1
  M1 PAM parental: 3
  GPR7 antag: 69*
  CHO parental Ca: 1
  OXTR potentiate: -9
  TAAR1 antag: 71*
  V1R ag counter: 1.7
  CHO-K1 Ca antag: 1
  M1 ag parental: 0.5
  OXTR ag: -0.4

# Following part.
SMILES,M1 PAM parental,GPR7 antag,CHO parental Ca,OXTR potentiate,TAAR1 antag,V1R ag counter,CHO-K1 Ca antag,M1 ag parental,OXTR ag
CCOCCn1c(CN2CCN(c3ccc(OC)cc3)CC2)nc2c1c(=O)n(C)c(=O)n2C,-2,-13,-6,4,-17,0.9,-3,1.0,-0.8
Cc1cc(S(=O)(=O)N2CCC(N3CCCCC3)CC2)ccc1-n1cnnn1,13,9,4,-11,14,1.0,-3,0.2,1.1
CCC(C)n1c(=N)c(C#N)cc2c(=O)n3ccccc3nc21 (stereo unspecified),7,-17,-8,-6,2,0.5,3,0.7,0.1
CC(C)c1nc(SCC(=O)Nc2ccc([N+](=O)[O-])cc2Br)n[nH]1,-2,6,9,-6,4,5.2,-10,7.9,4.3
Cc1ccc(-c2csc(NC(=O)Cc3ccc(F)cc3)n2)o1,20,5,-13,-9,-16,-1.0,-14,1.0,-0.6
Cc1cc2c3c(c1)C1(C(=O)N3C(C)(C)CC2C)C(C#N)=C(N)OC2=C1C(=O)CC(C)(C)C2 (stereo unspecified),6,-8,-15,-4,-20,2.6,5,-0.1,0.2
O=C(/C=C/c1ccccc1Cl)N(c1ccccn1)C1CCCCC1,25,-13,-37,-7,-18,-1.7,-14,0.1,-2.0
CCOC(=O)c1cc2c(ccn2C)n1CC(=O)N1CCCC(C)C1 (stereo unspecified),2,-2,1,0,2,-0.3,0,0.5,-0.5
Cc1nc(Cl)c(C#N)cc1-c1ccccc1,7,1,-8,-11,-20,-0.6,-3,0.6,-2.5
Cc1csc2nc(CSc3nc4ccccc4o3)c(Br)n12,14,5,-19,-25,61*,2.1,-3,1.2,-0.1
Cc1ccc(N2C(=O)CN=C2Nc2nc(C)cc(C)n2)cc1,9,-7,-8,-1,8,0.9,-4,1.5,-1.4
CN(C)c1nc(OCCNC(=O)Nc2ccccc2)nc(N2CCOCC2)n1,12,-16,·,·,0,·,-16,1.2,·
C=CCCC(=O)NC1CCCc2c1cnn2-c1ccccc1F (stereo unspecified),0,-16,-9,-10,-9,1.8,-3,1.4,0.0
COc1ccc(CCNC(=O)c2cc(-c3cc(Cl)cc(Cl)c3)oc2C)cc1,9,17,-13,-5,24,1.2,-19,0.1,-0.7
CCCCCOc1ccc(CSc2ncn[nH]2)cc1,8,16,-9,-2,17,1.2,-10,-0.2,0.0
Cc1ccc(S(=O)(=O)NCC(=O)N2CCCCC2)cc1,14,-16,0,-1,-21,0.3,5,0.8,0.2
CCOC(=O)c1ccc(NC(=O)NCCc2cnc[nH]2)cc1,20,-16,-4,-5,-8,-0.2,-13,0.6,0.0
CC1CC(C)CN(C(=O)c2cccc(N3C(=O)c4ccccc4C3=O)c2)C1 (stereo unspecified),9,·,-23,4,-24,-0.3,-13,0.0,-1.4
CCc1nc(-c2ccc(C)nc2OC)no1,11,2,0,1,1,-0.3,6,0.1,0.9
CN(C(=O)COC(=O)CCC(=O)c1ccc(F)cc1)C1CCCCC1,-3,·,-6,-10,-5,8.7,1,4.9,9.5
CCOc1ccc(CCNC(=O)c2nn(C)c3c2CS(=O)(=O)c2ccccc2-3)cc1,-11,-11,-25,-6,35,6.0,2,4.7,3.0
Cc1nc(-c2ccc3c(c2)OCCO3)cs1,27,-8,4,-1,-4,0.3,-15,0.9,-0.7
O=C(CCC1CCCC1)N1CCC(N2CCN(c3ccccc3)CC2)CC1,8,-16,-19,2,6,2.1,4,0.3,-0.2
Cc1ccc(CNc2c(C=O)c(=O)[nH]c3ccccc23)cc1,14,1,-7,-9,0,1.6,-4,0.5,0.1
CNC(=O)CN(c1cc(OCCOC)c(Cl)cc1Cl)S(=O)(=O)c1ccc(OC)cc1,19,1,-20,-31,1,6.8,-14,0.5,8.5
COc1cccc(C(=O)NCc2n[nH]c(=S)n2-c2cccc(C)c2)c1,6,-14,-14,3,-5,0.8,-10,-0.2,-0.1
C=CCn1c(SC(C)C(=O)NCc2ccc3c(c2)OCO3)nnc1C1CCCCC1 (stereo unspecified),1,26*,-17,-6,-5,-0.5,-19,1.4,-1.8
COc1ccc(C=C(C(C)=O)C(C)=O)cc1OC,12,-11,-4,-12,-18,0.5,-7,-0.1,0.7

# 3 compounds out of the list above, sorted by the number in OXTR potentiate, highest first.
SMILES	OXTR potentiate
CCOCCn1c(CN2CCN(c3ccc(OC)cc3)CC2)nc2c1c(=O)n(C)c(=O)n2C	4
Cc1cc2c3c(c1)C1(C(=O)N3C(C)(C)CC2C)C(C#N)=C(N)OC2=C1C(=O)CC(C)(C)C2 (stereo unspecified)	-4
CCOc1ccc(CCNC(=O)c2nn(C)c3c2CS(=O)(=O)c2ccccc2-3)cc1	-6

# A draw from above in order of molecular weight, descending.
SMILES,M1 PAM parental,GPR7 antag,CHO parental Ca,OXTR potentiate,TAAR1 antag,V1R ag counter,CHO-K1 Ca antag,M1 ag parental,OXTR ag
CCOCCn1c(CN2CCN(c3ccc(OC)cc3)CC2)nc2c1c(=O)n(C)c(=O)n2C,-2,-13,-6,4,-17,0.9,-3,1.0,-0.8
COc1cccc(C(=O)NCc2n[nH]c(=S)n2-c2cccc(C)c2)c1,6,-14,-14,3,-5,0.8,-10,-0.2,-0.1
C=CCCC(=O)NC1CCCc2c1cnn2-c1ccccc1F (stereo unspecified),0,-16,-9,-10,-9,1.8,-3,1.4,0.0
